Bioassay records (PubChem)
PPARg SRC1 recr: PPARgamma agonists recruiting SRC-1 coactivator, primary screen, biochemical; activation, % at 8 µM; 200,000 compounds, 0.41% hits; PPARgamma-SRC-1 coactivator recruitment biochemical assay; Peroxisome proliferator-activated receptor gamma (Homo sapiens), P37231; in the data active = activation above about 19%;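 note: 0% = DMSO and 100% = reference agonist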
Target sequence (P37231 whole entry, looked up): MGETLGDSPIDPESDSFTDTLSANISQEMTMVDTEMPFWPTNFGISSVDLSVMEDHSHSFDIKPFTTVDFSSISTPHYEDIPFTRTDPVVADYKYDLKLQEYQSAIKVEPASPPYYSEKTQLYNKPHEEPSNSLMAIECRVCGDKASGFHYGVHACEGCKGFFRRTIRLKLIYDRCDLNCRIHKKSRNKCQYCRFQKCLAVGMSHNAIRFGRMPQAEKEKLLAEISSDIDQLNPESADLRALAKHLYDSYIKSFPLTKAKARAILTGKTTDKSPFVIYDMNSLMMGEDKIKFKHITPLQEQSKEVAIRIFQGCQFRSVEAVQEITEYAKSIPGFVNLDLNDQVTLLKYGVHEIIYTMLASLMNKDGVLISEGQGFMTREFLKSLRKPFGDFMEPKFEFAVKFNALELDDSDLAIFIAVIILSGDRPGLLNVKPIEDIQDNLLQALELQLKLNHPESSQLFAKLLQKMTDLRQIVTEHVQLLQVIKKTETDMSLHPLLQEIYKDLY
Redox H2O2 prof: compounds producing H2O2 with reducing agent – biochemical, NIH compound library profiling, artefact control for MLSCN library redox annotation, primary screen; 200,000 compounds, 0.03% hits; activation, % at 10 µM; DTT-dependent redox cycling H2O2, phenol red/HRP absorbance; 100% = 100 µM peroxide control, 0% = buffer; AID 878, 2007;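 active = activation of at least 50% relative to the plate's high and low controls in the primary single-dose screen; inactive = activation below 50%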;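 note: compound incubated with DTT at 0.8 mM final as the reducing agent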
S1P3 antagonist: S1P3 receptor antagonists, primary screen, cell-based. 170,000 compounds, 0.27% hits. AID 485, 2006. inhibition, % at 4.98 µM. Sphingosine 1-phosphate receptor 3 (Homo sapiens), Q99500. CHO S1P3 NFAT-BLA reporter, FRET fluorescence, antagonist mode;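 active = inhibition above the plate cutoff, the mean inhibition of test wells on that plate plus 3 SD, cut at about 28% in these data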;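 note: cells challenged with S1P at its EC80 of 0.8 µM; blue over green emission ratio from cleaved BLA substrate after 4 h stimulation; 0% = S1P-stimulated wells and 100% = unstimulated DMSO-only wells; some compounds past the cut are filed as inactive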
Target sequence (Q99500 whole entry, looked up): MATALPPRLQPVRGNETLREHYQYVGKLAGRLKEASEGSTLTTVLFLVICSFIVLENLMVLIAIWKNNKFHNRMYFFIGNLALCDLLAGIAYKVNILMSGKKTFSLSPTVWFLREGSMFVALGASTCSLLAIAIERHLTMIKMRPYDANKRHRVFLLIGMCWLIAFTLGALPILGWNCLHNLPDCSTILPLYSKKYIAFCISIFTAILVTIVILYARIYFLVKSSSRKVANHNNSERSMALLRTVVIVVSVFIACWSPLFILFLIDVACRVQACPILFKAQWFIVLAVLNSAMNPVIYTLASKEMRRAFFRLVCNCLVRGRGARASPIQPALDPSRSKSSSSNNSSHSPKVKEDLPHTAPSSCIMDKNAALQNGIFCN
TR-FRET SRC-2 ct: TR-FRET signal artefacts, primary screen, artefact control for PPARgamma SRC-2 agonist project, biochemical | TR-FRET artefact counter-screen; stronger effect = higher value | TR-FRET ratio at 8 µM | 200,000 compounds, 0.4% hits | AID 1049, 2008; in the data active = TR-FRET ratio above about 2000; note: inactives centre near 1500
RAM network inh: inhibitors of the yeast RAM network, primary screen, dse1pr::URA3 reporter, 5-FOA selection. S. cerevisiae dse1pr::URA3 reporter, 5-FOA growth OD615, 2 d; analog-sensitive cbk1-as2 kinase mutant strain. inhibition, % at 50 µM. 190,000 compounds, 1.8% hits;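 active = inhibition above a set limit, 3 SD over mean compound inhibition, cut at about 8.4% in these data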;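 note: 0% = DMSO-only wells with no growth and 100% = 10 µM 1-NA-PP1 full growth; inhibition rescues growth on 5-FOA so higher OD means more RAM inhibition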
HMGR II inh: inhibitors of E. faecalis class II HMGR, primary screen, biochemical, Enterococcus faecalis; HMG-CoA reductase (Enterococcus faecalis, mvaE); purified E. faecalis HMGR, NADPH absorbance 340 nm kinetic; inhibition, % at 10 µM; 190,000 compounds, 0.41% hits; AID 1066, 2008;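 active = inhibition above a set limit, the median over all tested compounds plus 3 SD, cut at about 9.5% in these data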;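 note: enzyme runs in reverse so mevalonate oxidation gives rising NADPH absorbance; 0% = complete reaction with DMSO and 100% = background rate lacking mevalonate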
PPARg SRC3 recr: PPARgamma agonists recruiting SRC-3 coactivator, primary screen, biochemical | Peroxisome proliferator-activated receptor gamma (Homo sapiens), P37231 | biochemical PPARgamma/SRC-3 coactivator recruitment assay | activation, % at 8 µM | 200,000 compounds, 0.26% hits; in the data active = activation above about 23%;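 note: 0% = DMSO and 100% = reference agonist; some compounds past the cut are filed as inactive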
ROMK primary: ROMK potassium channel modulators, primary screen, cell-based, thallium flux, MLSMR library. ATP-sensitive inward rectifier potassium channel 1 (Homo sapiens), P48048. Tet-inducible ROMK, thallium flux fluorescence; actives lie on both sides. B-score at 10 µM. 130,000 compounds, 2% hits. AID 1918, 2009;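 active = signal ratio slope over the read window, or its plate-corrected B-score, at least 3 SD from the plate mean, either direction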;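 note: B-score of the F/F0 ratio slope over 7 to 12 s after thallium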
PPARg SRC2 recr: agonists of PPARg-SRC-2 recruitment, primary screen, biochemical, HTS; Peroxisome proliferator-activated receptor gamma (Homo sapiens), P37231; PPARgamma LBD-SRC-2 recruitment; activation, % at 8 µM; 200,000 compounds, 0.34% hits; AID 1032, 2008; in the data active = activation above about 22%;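 note: 0% = vehicle and 100% = reference agonist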
L major viab: Leishmania major promastigote growth inhibition, primary screen | Leishmania major promastigotes, resazurin fluorescence viability | inhibition, % at 10 µM | 200,000 compounds, 9% hits; in the data active = inhibition above about 50%;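 note: promastigotes grown with compound for 44 hours at 28 °C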
bIAP inh: bovine intestinal alkaline phosphatase inhibitors, primary screen, selectivity assay for TNAP inhibitor project, biochemical, bovine IAP, CDP-star luminescence; alkaline phosphatase, intestinal [Bos taurus]; purified bovine IAP, 30 min; inhibition, % at 20 µM; 190,000 tested, under 10 active; AID 1019, 2008;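 active = over 50% inhibition of intestinal alkaline phosphatase at 20 µM in the single-dose screen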
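System: Purified bovine intestinal alkaline phosphatase (IAP) enzyme | Input: IAP diluted 1/65,000,000 in the well | Also added: CDP-star chemiluminescent phosphatase substrate, 30 µM final | Dosing: 20 µM single dose | Times: Enzyme reaction for 30 min at room temperature | Detection: Luminescence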
The depositor's hits bear a star; . = no result given.

SMILES	PPARg SRC1 recr	Redox H2O2 prof	S1P3 antagonist	TR-FRET SRC-2 ct	RAM network inh	HMGR II inh	PPARg SRC3 recr	ROMK primary	PPARg SRC2 recr	L major viab	bIAP inh
COc1ccc(C2=NOC(CNC(N)=S)C2)cc1 (stereo not drawn)	6	-0.6	-1	1683	2.2	-5	7	-0.82	10	2	8
CC(C)c1onc(C(=O)N2CCN(C(c3ccccc3)c3ccccc3)CC2)c1[N+](=O)[O-]	-1	0.4	-4	1414	0.9	1	-5	0.069	-2	22	-17
O=C(NC(=S)Nc1ccc(N2CCOCC2)c(Cl)c1)c1sc2ccccc2c1Cl	11	0.7	3	1525	4.2	-1	-4	.	8	9	37
CC1=NN(c2nc(-c3ccc(C#N)cc3)cs2)C(=O)C1	-3	-1.0	8	1505	4.4	-3	-5	-0.46	6	-3	-26
CC1=NC(=O)C(N=Nc2ccccc2)N1c1ccccc1 (stereo not drawn)	2	0.2	.	1492	4.2	-5	15	0.072	9	-8	-5
CCOc1ccccc1NC(=O)COC(=O)Cc1ccc(-c2ccccc2)cc1	-4	0.8	13	1389	2.6	-6	2	.	-8	0	-51
CC(NS(=O)(=O)c1ccccc1)C1COc2ccccc2O1 (stereo not drawn)	2	0.0	.	1504	-0.1	-2	-3	-0.62	-4	-4	26
Cc1ccc(C(C(=O)NC2CCCC2)N(Cc2ccco2)C(=O)CCC(=O)Nc2ccccn2)cc1 (stereo not drawn)	2	1.1	-17	1598	4.2	-12	-3	.	9	-2	-4
CNC(=S)Nc1cc(Cl)ccc1Oc1ccccc1	3	0.1	-4	1515	-0.7	4	3	-0.48	1	2	8
COc1cc(CC(=O)NCc2cccs2)cc(OC)c1OC	2	0.3	.	1623	1.7	1	-3	0.5	2	-3	11
COc1ccc(C2=NN(C(=O)CCC(=O)O)C(c3cccs3)C2)cc1 (stereo not drawn)	6	-0.1	3	1630	-0.1	-2	1	-3.5*	4	-15	-16
Cc1nc(Cl)c(C(=O)Nc2cccc(F)c2)c(C)c1Cl	4	-1.2	2	1484	3.3	0	9	.	-1	23	5
COc1ccc2ccccc2c1C1CC(=O)N2CN(C3CCCCC3)CSC2=C1C#N (stereo not drawn)	4	-1.1	-10	1540	2.3	-3	-7	.	0	1	-6
O=C(CN1CCC(N2CCCCC2)CC1)N1CCOCC1	11	-2.9	-17	1729	2.9	4	2	0.69	-2	-13	-14
C[C@]12CC[C@@H]3c4ccc(O)cc4CC[C@H]3[C@@H]1C[C@@H](O)[C@@H]2O[C@@H]1O[C@H](C(=O)O)[C@@H](O)[C@H](O)[C@H]1O	-2	0.2	6	1550	1.1	0	-6	.	6	-5	-7
COc1ccc(C(=O)NNS(=O)(=O)c2ccccc2)cc1	-3	0.5	7	1629	0.8	-3	3	.	8	-9	22
CCn1c(CNc2ccc(F)cc2)nnc1SCC(=O)Nc1ccc(OC)cc1	-2	-0.3	.	1635	0.7	1	6	0.62	11	3	26
Cc1ccc(S(=O)(=O)Oc2ccc(/C=C(/NC(=O)c3ccccc3)C(=O)NCCC(=O)O)cc2)cc1	9	-0.3	-2	1619	-0.8	4	6	1.1	4	3	8
O=C(OCc1nnc(-c2ccccc2)o1)c1ccco1	0	-1.3	-15	1649	1.6	-3	-10	-0.61	-8	-5	8
Cn1c(C(C#N)C(=O)c2sc3ccccc3c2Cl)nc2ccccc21 (stereo not drawn)	5	0.7	-6	1562	4.1	-3	-10	.	9	0	2
COc1cc(/C=N/NC(=S)Nc2cccc(C(=O)O)c2)cc(OC)c1OC	-7	0.6	-16	1424	1.0	1	0	.	-8	-5	-3
Cc1nc(CC(=O)NNS(=O)(=O)c2ccc3ccccc3c2)cs1	-4	0.2	-7	1551	2.8	-3	-1	.	-5	49	28
COc1ccccc1-n1c(-c2ccc(NS(C)(=O)=O)cc2)n[nH]c1=S	6	0.3	.	1697	1.4	0	5	0.19	15	-6	5
O=C1CC(N2CCN(Cc3ccccc3)CC2)C(=O)N1c1ccc2c(c1)OCCO2 (stereo not drawn)	14	-0.1	.	1525	-0.7	-1	7	-0.019	14	-5	-6
Nc1cc(N2CCCCC2)c([N+](=O)[O-])cc1Cl	8	-0.5	-7	1601	2.6	-4	7	-0.14	4	14	-1
CC1Cc2ccccc2N1S(=O)(=O)c1cccc(C(=O)NCCCO)c1 (stereo not drawn)	5	1.9	-10	1466	-0.5	-2	2	.	-1	6	-16
Cc1ccc(-c2nc(N3CCOCC3)sc2C(=O)N2CCCCC2)cc1	-1	0.2	5	1568	-1.1	-5	0	.	0	-1	-1
CC(=O)Nc1ccc(/C=C(\C#N)C(=O)NC2CCCCC2C)cc1 (stereo not drawn)	7	1.0	-5	1421	2.9	-3	2	-0.095	-4	33	-3
O=C(NCc1ccco1)c1cccc(F)c1	-4	0.5	-13	1418	0.4	7	10	.	0	3	0
C=CCN(CC=C)S(=O)(=O)c1ccc2nc(NC(=O)C(C)C)sc2c1	0	3.7	21	1682	-0.1	0	10	-0.51	5	37	16
CCOC(=O)C1CCN(S(=O)(=O)c2cccc3nonc23)CC1	7	-1.8	.	1785	-0.4	2	-2	.	8	-10	7
O=C(CCCN1C(=O)c2ccccc2C1=O)NCCCN1CCOCC1	2	0.2	6	1569	1.4	2	6	.	10	-4	-1
COc1ccc(C(C)=O)cc1CSCCC(=O)O	6	0.7	.	1673	0.4	-3	-4	0.35	3	-4	1
CCOC(=O)C1=C(CSCC(=O)OC)NC(=O)NC1c1cc(C)ccc1C (stereo not drawn)	4	0.4	.	1478	0.4	-6	9	-0.24	4	2	8
Cc1nc2ccccn2c1C(=O)NN=C1CCN(C)CC1	-10	-2.3	5	1260	2.2	-6	-5	-0.31	-9	35	-7
O=C(CCOc1ccccc1)OCC(=O)c1cc2ccccc2o1	7	-0.5	-27	1591	0.5	1	-2	.	8	-12	1
COCCCNCCCCOc1ccc(Br)cc1C	0	0.2	-2	1435	1.2	4	-3	-2.2	-4	99*	14
CC(OC(=O)Cn1c(C(F)(F)F)nc2ccccc21)C(=O)N1CCCc2ccccc21 (stereo not drawn)	5	0.2	.	1572	1.9	1	-2	0.73	7	0	16
CCCCNC1C(CC)C(CCC)C(C#N)(C#N)C1(C#N)C#N (stereo not drawn)	8	2.2	-46	1619	-0.3	-1	8	.	13	14	-27
CCOC(=O)c1c(NC(=S)Nc2ccc(Cl)cc2)sc2c1CCN(C)C2	6	0.2	0	1655	1.9	4	2	.	3	22	11
COCCCn1c(SCc2ccc(OC)cc2)nc2cc(OC)c(OC)cc2c1=N	4	1.7	.	1602	0.0	3	3	.	11	7	-1
COc1ccc2c(c1)O/C(=C\c1sccc1C)C2=O	10	0.2	1	1589	7.1	-2	5	0.36	11	3	0
CCOC(=O)Cc1csc(NC(=O)CSc2nnc(C3CC3)n2C)n1	3	3.0	-50	1555	0.6	-2	-4	.	-1	-3	11
C/C(Cl)=C\CSc1nnc2n(N)c(=O)c3ccccc3n12	4	3.1	-7	1363	-0.5	-2	-13	0.43	-6	-1	13
Cc1ccnc(NC(=O)c2cccc(NC(=O)COc3ccccc3)c2)c1	6	-9.7	.	1440	0.8	-6	10	-0.091	7	-3	2
CCN(CC)S(=O)(=O)c1ccc(C(=O)N(c2ccccc2)C2C=CS(=O)(=O)C2)cc1 (stereo not drawn)	2	-0.9	5	1650	1.2	-5	-7	-0.079	1	0	1
Cc1ccc(Cc2cnc(N)s2)o1	3	-0.3	.	1554	3.1	0	9	.	-4	1	-1
COc1cccc(CN2CCN(Cc3nc(-c4cccc(F)c4F)oc3C)CC2=O)c1	0	-0.6	-7	1397	0.0	-2	-6	-0.28	1	-3	-12
c1ccc(Cc2nnc(N3CCCCC3)c3ccccc23)cc1	6	-0.4	-6	1573	1.7	0	2	-2.2*	-11	21	-6
